TSHR antagonist: Antagonists of the Thyroid Stimulating Hormone Receptor: HTS campaign; Thyrotropin receptor (Homo sapiens), P16473; TSHR-expressing cells, TSH-stimulated cAMP HTRF, 2 h; hits give low values; activity change, negative = inhibition, % at 11.5 µM; hit rate 0.2% among 330,000; AID 504810, 2011;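 active means activity change below a set negative limit, meaning inhibition stronger than a set level, cut at about -70% in these data; inconclusive means activity change between two set negative limits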; further: on the % scale 0 is the no-effect control and ±100 the full control effect
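Freshly harvested TSHR cells receive pin-tooled compound, then EC80 TSH at 4nM final. After 2 hours at 37 deg C, antibody in lysis buffer and cAMP-d2 are added; 30 minutes at ambient temperature precede the HTRF read.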
ELG1 DNA repair: qHTS screen for small molecules that inhibit ELG1-dependent DNA repair in human embryonic kidney (HEK293T) cells expressing luciferase-tagged ELG1 | HEK293T ELG1-luciferase reporter, luminescence, 16 h; DNA damage induced by 5-fluorouridine | Potency, µM (titrated, usually from 46.1 µM), for the others: at the highest dose activity change, negative = inhibition, actives largely listed as inhibitors | hit rate 2.3% among 330,000 | AID 504467, 2011; further: potency means the concentration at half of the fitted maximal effect; on the % scale 0 is the no-effect control and ±100 the full control effect; nearly all actives have a fitted effect of over 55% in size
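Luminescence from the luciferase reporter, measured 30 min after ONE-Glo reagent at room temperature, was the read-out. Beforehand, 2,000 cells per well were exposed for 16 hr at 37 °C to 5-fluorouridine together with compound or vehicle.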
USP2a block: qHTS Assay for Inhibitors of Ubiquitin-specific Protease USP2a Using CHOP2 as the Reporter | USP2 core, Ub-CHOP2 coupled fluorogenic reporter, 485/531 | Potency, µM (titrated, usually from 38.3 µM), for the others: at the top dose activity change, negative = inhibition, actives largely listed as inhibitors | hit rate 0.01% among 330,000;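 further: potency means the concentration at half of the fitted maximal effect; plate controls were DMSO wells for no effect and full inhibition by NEM control for full effect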
Target sequence (O75604 whole entry, looked up): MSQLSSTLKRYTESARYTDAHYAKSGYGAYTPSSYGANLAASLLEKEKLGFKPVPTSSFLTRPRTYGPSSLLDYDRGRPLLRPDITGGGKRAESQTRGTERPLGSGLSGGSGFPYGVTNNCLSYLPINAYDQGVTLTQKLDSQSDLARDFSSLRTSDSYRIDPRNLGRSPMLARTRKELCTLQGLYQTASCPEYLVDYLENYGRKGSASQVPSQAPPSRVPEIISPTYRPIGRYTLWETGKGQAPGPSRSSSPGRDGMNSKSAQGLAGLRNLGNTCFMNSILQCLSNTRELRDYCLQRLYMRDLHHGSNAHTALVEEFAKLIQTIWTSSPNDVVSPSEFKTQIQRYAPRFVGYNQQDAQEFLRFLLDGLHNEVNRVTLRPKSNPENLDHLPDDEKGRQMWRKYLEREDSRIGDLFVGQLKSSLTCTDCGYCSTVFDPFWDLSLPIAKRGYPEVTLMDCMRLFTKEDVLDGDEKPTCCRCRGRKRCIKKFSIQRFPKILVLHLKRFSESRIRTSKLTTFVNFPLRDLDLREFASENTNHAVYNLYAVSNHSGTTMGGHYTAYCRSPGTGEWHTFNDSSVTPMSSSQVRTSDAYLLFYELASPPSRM
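Deubiquitinase activity read as fluorescence (485/531 nm) after Ub-CHOP2 cleavage activates the enterokinase reporter on its substrate; USP2 core 10nM, Ub-CHOP2 and substrate 25nM each, 30min compound preincubation then 60min RT; data normalized to NEM, curves fitted.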
KCNH2 3.1 block: qHTS for Inhibitors of KCHN2 3.1: Mutant qHTS | Potassium voltage-gated channel subfamily H member 2, brain isoform KCNH2 3.1 (human) | U2OS KCNH2 3.1, thallium flux FluxOr; hits give low values | activity change, % (tested at about 1.8 µM) | hit rate 0.95% among 340,000 | AID 720553, 2013;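 active means maximum activity change below -70%; inconclusive means maximum activity change from -70% to -50%; inactive means maximum activity change above -50%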;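 further: thallium influx rate constant from kinetic fluorescence after stimulation buffer; on the % scale 0 is the no-effect control and ±100 the full control effect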
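FluxOr-based Tl+ influx in U2OS cells transduced with KCNH2 3.1 virus; rate constants normalized to DMSO controls.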
Eya2 inh: qHTS Assay for Inhibitors of the Phosphatase Activity of Eya2; Protein phosphatase EYA2 (Homo sapiens), O00167; recombinant Eya2, OMFP fluorescence dephosphorylation (OMFP is methylfluorescein phosphate); Potency, µM (series often up to 76.9 µM), without a hit: at the top dose activity, negative = inhibition, hits mostly inhibitors; hit rate 0.006% among 330,000; AID 488837, 2010; further: potency means the concentration at half of the fitted maximal effect; on the % scale 0 is the no-effect control and ±100 the full control effect
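Eya2 (0.2 uM) preincubated 10 min at ambient with compound, then OMFP substrate added at 50 uM; 10 min reaction in 50 mM HEPES pH 7.5, 50 mM NaCl, 5 uM MgCl2, 0.05% BSA, 1 mM DTT. Fluorescence read at Ex 485/Em 525 nm.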
hERG WT inh: qHTS for Inhibitors of KCHN2 3.1: Wildtype qHTS; Voltage-gated inwardly rectifying potassium channel KCNH2 (Homo sapiens), Q12809; U2OS, BacMam KCNH2, thallium flux FluxOr; hits give low values; activity change, % at 1.84 µM; hit rate 0.37% among 340,000;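 active means maximum activity change below -70%; inconclusive means maximum activity change between -70% and -50%; inactive means maximum activity change above -50%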; further: on the % scale 0 is the no-effect control and ±100 the full control effect
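U2OS cells transduced with wild-type KCNH2 virus are loaded with FluxOr dye for 45 min, and thallium flux is measured in kinetic reads before and after stimulation buffer. Rate constants are normalized to DMSO controls.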
A-T KAP1 phos: qHTS Assay for Identifying a Potential Treatment of Ataxia-Telangiectasia. AID 485349, 2010. […] A-T fibroblasts, KAP-1 phosphorylation AlphaLISA; neocarzinostatin DNA damage 30 min before lysis. Potency, µM (titrated, usually from 57.5 µM), for inactives: at the highest dose activation, hits mostly activators. hit rate 0.19% among 320,000; further: potency means the concentration at half of the fitted maximal effect; % of control where 0% means no effect; nearly all actives have a fitted effect of over 45% in size
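ATM-like activity read as KAP-1 phosphorylation via AlphaLISA donor/acceptor antibody pairs after lysis and 6 hr at 25C. Cells were ATM-null patient fibroblasts ([…], hTERT), dosed 60 min, then exposed to the DSB inducer NCS for 30 min.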
Mito fusion act: qHTS Assay for Small Molecule Inhibitors of Mitochondrial Division or Activators of Mitochondrial Fusion. S. cerevisiae fusion-defective mutant growth rescue, CellTiterGlo 48 h. Potency, µM (highest dose often 46.1 µM), without a hit: at the highest dose growth rescue (activation), most hits filed as activators. hit rate 0.23% among 320,000. AID 485298, 2010;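 further: potency means the concentration at half of the fitted maximal effect; % of control where 0% means no effect; nearly all actives have a fitted effect of over 45% in size; temperature-sensitive fusion mutants such as fzo1-1 at 37 °C on non-fermentable ethanol glycerol medium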
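Growth-rescue viability read-out: after 48 h at the non-permissive 37C in glycerol/ethanol YPEG, yeast mitochondrial fusion mutants are measured by CellTiterGlo luminescence; compounds (23 nl pinned per well) restoring growth score as division inhibitors or fusion activators.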
TRPV1 ag: HTS Assay for Compounds that Act as Agonists of the Vanilloid Receptor 1; TRPV1-expressing cells, Fluo-8 calcium influx, agonist mode; activation, % at 8.33 µM; hit rate 0.19% among 320,000; in the data active means activation above about 80%; inconclusive means between about 30% and that limit; further: 0% is about no effect
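Cells expressing TRPV1 were dye-loaded with Fluo-8 and read kinetically: 10 s baseline, 3 min after compound (agonist portion), then 2 min after EC20 capsaicin (allosteric enhancer portion). Calcium-bound dye fluorescence at 480/520 nm.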
TCR activator: Activators of T cell receptors: qHTS campaign; primary human leukocytes, anti-CD3, IL-2 HTRF, 48 h; Potency, µM (doses to about 9.22 µM), for the others: at the top dose activation of IL-2 secretion, usual class: activators; 330,000 tested, under 10 active; AID 504894, 2011; further: % of control where 0% means no effect
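48 hr co-incubation of compounds, a-CD3 beads and primary human leukocytes; IL-2 quantified homogeneously by HTRF with anti-IL-2 K and d2 conjugates.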
An asterisk follows results filed as active; i = inactive; ? = inconclusive; · = not tested or not shown; [ ] = dose if it differs, or a comment. Unless noted, the call rests on the fitted dose curve; in most records, active means well fitted curve in the direction sought with a large enough effect; inconclusive means small, poorly fitted or top-dose-only effect, or another doubt; inactive means no such curve, though single readings can be large; an effect the other way counts as inactive or inconclusive.

mol,TSHR antagonist,ELG1 DNA repair,USP2a block,KCNH2 3.1 block,Eya2 inh,hERG WT inh,A-T KAP1 phos,Mito fusion act,TRPV1 ag,TCR activator
CCn1c2ccccc2c2cc(NC(=O)c3cccc([N+](=O)[O-])c3)ccc21,17,0%,1%,-19,6%,7,-5%,2%,12,-1%
Cc1ccc(CNC(=O)COc2ccc3c(c2)CCC3)cc1,-31,-4%,-1%,-1,-4%,3,·,12%,?,-2%[46.1 µM]
CC(=O)c1ccc(S(=O)(=O)Nc2ccc(-c3ccc4nncn4n3)cc2)cc1,7,12%,0%,-2,19%,-12,6%,5%,2,10%
Cc1cccc(NC(=O)Nc2ccc(S(=O)(=O)Nc3onc(C)c3C)cc2)c1,1,?,-2%,3,-2%,-7,-4%,-4%,4,3%
CC(=O)Nc1ccc2nc(CN3CCN(Cc4ccc(F)cc4)C(CCO)C3)ccc2c1 (centres undefined),22,-2%,-1%,1,-2%,-10,4%,-4%,-1,-8%
Cc1ccc(NC(=O)CN2C(=O)NC3(CCC(C)CC3)C2=O)c(Cl)c1 (centres undefined),21,-5%,0%,1,-7%,-11,11%,-5%,-3,1%
CC(C)c1ccc(NC(=O)Cc2ccc(NC3=NC4CS(=O)(=O)CC4S3)cc2)cc1 (centres undefined),0,?,1%,1,11%,-12,1%,-3%,-1,4%
CCc1ccc(OC(C)C(=O)N(Cc2ccccc2)C2CCS(=O)(=O)C2)cc1 (centres undefined),0,-1%,1%,7,5%,13,-3%,27%,2,8%
CCOC(=O)CN1C(=O)c2ccccc2C1=O,-2,3%,2%,14,-7%,-5,4%,-4%,2,-1%
COC(=O)CCC[C@H]1CC2(C[C@H](CCCO[Si](C)(C)C(C)(C)C)N1C(=O)OC(C)(C)C)OCCO2,15,28%,0%,6,-9%,-9,-6%,2%,11,3%
Cc1n(Cc2ccccc2)c2ccccc2[n+]1Cc1ccccc1,-9,?,2%,4,8%,6,-4%,-8%,-1,·
COc1cc(C2=NOC(C(=O)Nc3cc(C)on3)C2)cc(OC)c1OC (centres undefined),3,?,1%,7,-3%,-2,-19%,5%,0,0%
O=C(c1ncn[nH]1)N1CCN(c2nc(-c3ccccc3)cs2)CC1,-1,1%,-3%,3,15%,0,?,11%,-2,-11%
CCNc1nc(NCC)nc(N/N=C/c2ccc(N(C)C)cc2)n1,9,17%,-1%,0,-1%,0,-3%,-3%,-1,-3%
CCOc1ccc(NS(=O)(=O)c2cc(NC(=O)CCC(=O)c3cccs3)ccc2Cl)cc1,2,?,-7%,18,-15%,i,-1%,1%,2,-2%
O=C(COC(=O)c1ccccc1C(F)(F)F)NC(=O)NCc1ccco1,·,0%,5%,-19,-24%,-7,-2%,·,·,-3%
COc1ccc(C=O)cc1C1=CC(=O)C[C@H](c2ccc(Cl)cc2)C1,-19,?,-7%,-34,7%,-3,5%,22%,11,2%
CN(CCn1ccnc1)Cc1cn(-c2ccccc2)nc1-c1ccc2c(c1)OCO2,-2,-6%,0%,-6,0%,13,-1%[11.5 µM],-11%,0,·
Cc1ccccc1C(=O)N1CCN(c2ccc(NC(=S)NC(=O)c3ccco3)cc2)CC1,-41,?,-2%,-21,-23%,-3,-14%,-5%,3,-2%
CCOc1c2ccc(C(=O)N[C@H](C)C3CCCCC3)cc2nn1CC,-8,-7%,0%,8,12%,-6,6%,-1%,?,2%
CCC(C)NC(=O)CCSCCC(=O)NC(C)CC (centres undefined),1,0%,3%,22,-15%,4,3%,-4%,-6,2%[46.1 µM]
Cn1c(CNC(=O)c2ccccc2)nnc1SCC(=O)Nc1nccs1,-2,-18%,3%,17,7%,-6,4%,3%,2,7%
COc1ccc([C@@H]2[C@@H]3C(=O)N(C(C)(C)C)C(=O)[C@@H]3[C@]3(C)C(=O)N(c4cccc(Cl)c4)C(=O)N23)cc1,-5,9%,0%,9,11%,-7,10%,-1%,3,-2%
O=C(NCc1ccccc1)C(c1cccs1)N(Cc1cccs1)C(=O)c1cnccn1 (centres undefined),33,?,-1%,-18,-4%,9,1%,0%,8,4%
COc1cc(C(=O)O)cc(NC(=O)c2ccco2)c1OC,4,-2%,-1%,-15,-9%,0,-8%,6%,·,-1%
Nc1nc(Nc2ccccc2)n[nH]1,-3,6%,-1%,-7,-3%,-4,2%,-6%,1,10%
CCCCN(CC)C(=O)Cn1ncc2c3ccccc3n(CCC)c2c1=O,-2,-14%,0%,9,-9%,-5,2%,7%,9,-23%
CC(=O)c1cccc(-n2nnnc2SCC(=O)NNC(=O)C(C)C)c1,6,-4%,-1%,-3,3%,3,-5%[11.5 µM],-6%,-5,2%
O=C(CCCCCN1C(=O)c2ccccc2C1=O)NC1CCCC1,-8,-16%,1%,-4,30%,-21,3%,3%,-2,-6%
N#C/C(=C\c1cc2ccccc2nc1N1CCCCC1)C(N)=O,-10,-9%,2%,6,-2%,3,8%,0%,?,-6%[46.1 µM]

Exported as labelled records: entries from further up
CC(=O)c1ccc(S(=O)(=O)Nc2ccc(-c3ccc4nncn4n3)cc2)cc1
  TSHR antagonist: 7	ELG1 DNA repair: 12%	USP2a block: 0%	KCNH2 3.1 block: -2	Eya2 inh: 19%	hERG WT inh: -12	A-T KAP1 phos: 6%	Mito fusion act: 5%	TRPV1 ag: 2	TCR activator: 10%

Cc1cccc(NC(=O)Nc2ccc(S(=O)(=O)Nc3onc(C)c3C)cc2)c1
  TSHR antagonist: 1	ELG1 DNA repair: ?	USP2a block: -2%	KCNH2 3.1 block: 3	Eya2 inh: -2%	hERG WT inh: -7	A-T KAP1 phos: -4%	Mito fusion act: -4%	TRPV1 ag: 4	TCR activator: 3%

CC(=O)Nc1ccc2nc(CN3CCN(Cc4ccc(F)cc4)C(CCO)C3)ccc2c1 (centres undefined)
  TSHR antagonist: 22	ELG1 DNA repair: -2%	USP2a block: -1%	KCNH2 3.1 block: 1	Eya2 inh: -2%	hERG WT inh: -10	A-T KAP1 phos: 4%	Mito fusion act: -4%	TRPV1 ag: -1	TCR activator: -8%

Cc1ccc(NC(=O)CN2C(=O)NC3(CCC(C)CC3)C2=O)c(Cl)c1 (centres undefined)
  TSHR antagonist: 21	ELG1 DNA repair: -5%	USP2a block: 0%	KCNH2 3.1 block: 1	Eya2 inh: -7%	hERG WT inh: -11	A-T KAP1 phos: 11%	Mito fusion act: -5%	TRPV1 ag: -3	TCR activator: 1%

(list continues)
mol,TSHR antagonist,ELG1 DNA repair,USP2a block,KCNH2 3.1 block,Eya2 inh,hERG WT inh,A-T KAP1 phos,Mito fusion act,TRPV1 ag,TCR activator
COc1cc(SSc2cc(OC)cc([N+](=O)[O-])c2N)c(N)c([N+](=O)[O-])c1,-14,7%,-3%,8,8%,0,-11%,3%,3,2%
CCOC(=O)C1(CC2CCCCO2)CCN(C(=O)Nc2cccc(SC)c2)CC1 (centres undefined),-1,?,-1%,-3,7%,-1,0%,4%,?,3%
CCc1cc(C(=O)N2CCN(S(=O)(=O)c3ccccc3F)CC2)sc1C,-22,-14%,0%,-6,7%,5,7%,0%,14,-3%
O=C(Nc1ccccc1)N1CCc2ccccc21,12,?,-3%,11,-4%,-13,-4%,0%,25,-4%[46.1 µM]
CCn1c(-c2cc(-c3cccc(OC)c3)nc3ccccc23)n[nH]c1=S,-12,-5%,1%,-78*,-4%,2,-4%,10%,?,0%
O=C(Nc1cccc(NC(=O)c2ccco2)n1)c1ccco1,6,-2%,3%,6,0%,7,5%,-1%,0,5%

Only part of the results is shown; the hit share may differ from the screen's.
